Screening results: PubChem BioAssay, Sanford-Burnham Center for Chemical Genomics
CCR6 antagonist – CCR6 (human) receptor antagonism; P51684; CHO-K1 CCR6 PathHunter beta-arrestin, luminescence, CCL20-stimulated; inhibition, % at 20 µM; 340,000 compounds, 0.49% hits; AID 493098;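 active = compounds whose inhibition of the agonist-driven luminescence signal at 20 µM reaches about 50%, limit read from the data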;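 note: cells stimulated with CCL20 at 14 nM final; plate controls were DMSO with CCL20 for no effect and DMSO without agonist for full effect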
Target sequence (P51684 whole entry, looked up): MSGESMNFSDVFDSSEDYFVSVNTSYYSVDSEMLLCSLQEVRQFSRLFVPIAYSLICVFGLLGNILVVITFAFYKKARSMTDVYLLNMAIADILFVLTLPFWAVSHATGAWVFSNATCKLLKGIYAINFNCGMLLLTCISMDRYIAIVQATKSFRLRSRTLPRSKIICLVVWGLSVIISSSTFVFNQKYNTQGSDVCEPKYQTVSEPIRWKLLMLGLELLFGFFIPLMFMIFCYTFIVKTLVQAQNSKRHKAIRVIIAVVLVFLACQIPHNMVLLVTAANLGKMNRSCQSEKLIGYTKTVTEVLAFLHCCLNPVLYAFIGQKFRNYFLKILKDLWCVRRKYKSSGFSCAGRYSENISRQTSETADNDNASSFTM
697 NFkB inh – inhibitors of the PMA/ionomycin-induced NF-kB reporter in 697 B cells. 697 B-cell NF-kB luciferase reporter, 16 h. inhibition, % at 4 µM. 330,000 compounds, 0.33% hits; in the data active = inhibition above about 35%
Gli-Sufu antag – blocks Gli-Sufu signaling in a luciferase reporter; AID 588413; Sufu-KO-LIGHT fibroblasts, Gli luciferase reporter luminescence; inhibition, % at 5 µM; 340,000 compounds, 0.74% hits;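 active = inhibition above about 55%, limit read from the data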;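 note: 0% = DMSO-treated cells and 100% = wells with medium but no cells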
Jurkat NFkB inh – lowers PMA/ionomycin-induced NF-kB signal in Jurkat cells; PMA/ionomycin-induced NF-kB luciferase reporter, luminescence; inhibition, % at 4 µM; 330,000 compounds, 0.53% hits; in the data active = inhibition above about 50%
CXCR6 inh – blocks human CXCR6 beta-arrestin recruitment; 360,000 compounds, 0.36% hits; inhibition, % at 20 µM; AID 602244; O00574; CHO-K1 PathHunter CXCR6 beta-arrestin, luminescence; in the data active = inhibition above about 34%, passing the limit was not always enough;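 note: antagonist mode with CXCL16 agonist at 10 nM final; 0% = 10 nM CXCL16 with DMSO and 100% = unstimulated wells without agonist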
Target sequence (O00574 whole entry, looked up): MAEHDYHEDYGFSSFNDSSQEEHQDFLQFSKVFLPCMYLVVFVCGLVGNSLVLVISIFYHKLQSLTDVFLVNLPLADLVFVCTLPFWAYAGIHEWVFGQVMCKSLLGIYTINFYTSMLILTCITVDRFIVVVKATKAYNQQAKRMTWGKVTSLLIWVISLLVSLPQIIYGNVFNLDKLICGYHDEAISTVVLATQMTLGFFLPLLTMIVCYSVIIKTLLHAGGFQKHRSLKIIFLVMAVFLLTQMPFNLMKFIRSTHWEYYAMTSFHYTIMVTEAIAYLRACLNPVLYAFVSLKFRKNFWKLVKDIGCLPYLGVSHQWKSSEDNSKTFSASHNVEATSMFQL
EBI2 antag – EBI2 (human) antagonism | P32249 | EBI2 beta-arrestin recruitment, luminescence, 7a,25-OHC stimulated | inhibition, % at 5 µM | 360,000 compounds, 0.81% hits | AID 651636; in the data active = inhibition above about 38%;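 note: enzyme fragment complementation signal reports receptor beta-arrestin coupling in cells; 0% = agonist plus DMSO wells and 100% = wells without agonist; some results beyond the cut were filed as inactive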
Target sequence (P32249 whole entry, looked up, the tested form may be a part): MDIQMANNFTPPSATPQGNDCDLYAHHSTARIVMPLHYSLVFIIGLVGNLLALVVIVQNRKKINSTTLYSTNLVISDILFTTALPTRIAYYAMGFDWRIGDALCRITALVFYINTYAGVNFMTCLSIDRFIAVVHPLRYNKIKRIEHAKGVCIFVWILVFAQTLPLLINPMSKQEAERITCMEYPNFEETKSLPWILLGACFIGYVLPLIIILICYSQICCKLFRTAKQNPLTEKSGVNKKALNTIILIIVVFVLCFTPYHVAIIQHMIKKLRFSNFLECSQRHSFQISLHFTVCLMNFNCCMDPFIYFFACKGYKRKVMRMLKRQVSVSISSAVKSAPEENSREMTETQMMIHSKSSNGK
Mdm2-MdmX inh – disrupts the human Mdm2-MdmX interaction; SaOS-2 split-luciferase Mdm2/MdmX complementation, luminescence; inhibition, % at 8 µM; 330,000 compounds, 3% hits;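 active = inhibition of at least 50% at 8 µM in the primary screen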
XBP1 UPR activ – adaptive UPR (XBP1) activation; activation, % at 20 µM; 330,000 compounds, 0.33% hits; CHO-XBP1 luciferase reporter, IRE1-XBP1 UPR activation, luminescence; percent of tunicamycin response, DMSO as zero; AID 463104;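 active = versus positive control, 20 µM dose yields 30% or more activation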;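 note: 100% = tunicamycin at 10 µg/mL and 0% = DMSO only wells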
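assay system = CHO-XBP1 luciferase reporter cells | amount = 1000 cells/well | buffer or medium = F12 plus 10% FBS | compound dosing = single point, 20 µM final compound, 1% DMSO | incubation = 16-18 h cell attachment at 37 °C, then 6 h compound exposure | detection = Steady-Glo luminescence read | controls = tunicamycin 10 µg/mL and vehicle-only wells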
CHOP UPR activ – apoptotic UPR (CHOP) activation. AID 449763. activation, % at 10 µM. CHO-CHOP luciferase reporter, luminescence; percent of tunicamycin response over DMSO baseline. 330,000 compounds, 0.34% hits;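 active = at 10 µM dose, activation of 40% or more, normalized to positive control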;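 note: 100% = tunicamycin at 10 µg/mL and 0% = DMSO alone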
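System: CHO CHOP reporter cells. Amount: 500 cells per well. Buffer or medium: F12 medium, 10% FBS. Compound dosing: one dose, 10 µM in 0.5% DMSO. Incubation: 6 h compound exposure at 37 °C after overnight seeding. Technique: Steady-Glo luciferase luminescence. Benchmarks: tunicamycin and DMSO controls.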
* hit, by the source's call; . = not tested or not shown. No enrichment for hits; overall some 5% were active at least once.

SMILES	CCR6 antagonist	697 NFkB inh	Gli-Sufu antag	Jurkat NFkB inh	CXCR6 inh	EBI2 antag	Mdm2-MdmX inh	XBP1 UPR activ	CHOP UPR activ
CCC1CCCCN1CCCNC(=O)Cn1c(=O)c2cccn2c2ccccc21 (stereo not drawn)	-9	-8	6	8	0	-1	4	-2	0.6
CCOC(=O)N1CCN(C2=CC(=O)OC23CCCCC3)CC1	3	8	4	-22	2	0	0	-1	-1.9
CCOC(=O)c1c(NC(=O)C[n+]2ccc(N(C)C)cc2)sc(C)c1C	1	-15	-30	0	-1	0	14	-3	1.3
CCN1CCCC1CNC(=O)C1CCCN(S(=O)(=O)c2cccc3nsnc23)C1 (stereo not drawn)	0	21	-19	-11	1	-3	0	-3	-0.2
Cc1ccc(NC(c2ccccc2)c2nc3ccccc3[nH]c2=O)cc1 (stereo not drawn)	18	-1	-4	-31	-2	-1	11	-4	2.3
CCOc1nc2cnccc2n(CC(=O)Nc2c(F)c(F)cc(F)c2F)c1=O	6	15	0	9	4	-6	-3	-4	3.5
CCCN1C(C)C(C(=O)OCC)=CN(Cc2cccc(I)c2)S1(=O)=O (stereo not drawn)	37	5	8	.	13	22	19	-2	1.4
COc1ccc(C(=O)Nc2c(N)nc(SCC(=O)Nc3ccc(C(C)=O)cc3)[nH]c2=O)cc1	4	6	1	12	13	-9	2	-1	-0.2
CSc1nnc(C)c(=O)n1COC(=O)c1ccc(S(=O)(=O)N(C)C)cc1	6	28	-3	-5	-11	-8	10	-2	1.4
Cn1c(SCC(=O)N2CCCC2)nnc1-c1ccc(S(=O)(=O)N2CCCC2)cc1	-8	8	5	5	-3	-5	2	-2	-0.8
CCS(=O)(=O)c1nc(S(=O)(=O)c2ccc(C)cc2)c(N2CCOCC2)s1	9	-4	54	-5	-7	6	22	-2	-0.6
CCN(CC(=O)NCc1ccc(Cl)cc1)C(=O)c1ccc(S(=O)(=O)NCc2ccco2)cc1	-9	-32	2	14	-4	7	-7	-1	-0.4
O=C(Nc1ccc(Br)cn1)C1CCN(S(=O)(=O)c2cccs2)CC1	12	-27	0	21	-7	34	22	3	1.0
O=C(CCNC(=O)c1ccc([N+](=O)[O-])cc1)Nc1ccccc1N1CCOCC1	6	4	4	2	-15	4	12	3	-0.8
CC(C)C(=O)Nc1ccc2c(c1)C(=O)NC2=O	-14	15	1	0	-10	-4	-18	0	0.1
CC1CCN(C(=O)c2[nH]cnc2C(=O)Nc2cccc(Cl)c2)CC1	18	-15	-12	5	-2	1	-6	-2	-1.6
Cc1cc(C(=O)N2CCc3ccccc3C2)c(C)o1	1	.	-28	.	19	-7	.	.	.
CCOc1ccc(S(=O)(=O)N2CCOCC2)cc1NC(=O)C1CCC1	5	10	7	-8	-5	-9	7	-2	0.8
O=C(COC(=O)c1ccccc1NS(=O)(=O)c1cccs1)NCC12CC3CC(CC(C3)C1)C2	-9	30	0	-4	-3	12	15	-1	-0.9
Brc1ccc(-c2nnc(-c3ccccc3Br)o2)cc1	23	-308	-86	-194	9	17	-149	-1	4.4
Cc1cc(N=Nc2ccccc2C(=O)O)c(C)c(C)c1O	48	-9	2	8	34	9	-8	-2	-3.3
CC(C)(C)/C=N/NC(=O)CNC(=O)c1ccc2c(c1)OCCO2	11	-6	-4	-3	-8	11	23	1	1.4
Cn1cccc1Cc1nnc(SCC(N)=O)n1CCc1ccccc1	8	6	3	2	0	-2	20	-2	-1.2
COc1ccc(NC(=O)CNC(=O)C23CC4CC(CC(C4)C2)C3)c(OC)c1	-3	-7	-7	-5	-1	-9	12	-2	0.9
CCCc1cc(=O)oc2cc(OCC(=O)NC3CC(C)(C)NC(C)(C)C3)ccc12	5	3	-2	-7	5	0	12	-4	-0.8
CCCCCCC(=O)NCC(=O)OCC(=O)c1ccccc1	-3	-14	-5	4	-10	0	-12	-2	-1.4
COc1cc(OC)cc(C(=O)NC2CCN(C(=O)N3c4ccccc4Sc4ccccc43)CC2)c1	1	-7	4	15	-7	21	9	-3	7.2
CC(C)CN(CC(C)C)C(=O)COn1nnc2ccc(S(=O)(=O)N3CCOCC3)cc21	2	-14	2	14	0	1	-20	1	0.2
CN(C)S(=O)(=O)c1ccc(C(=O)N2CCN=C2SCc2cccnc2)cc1	10	8	0	4	8	0	-19	-2	-0.6
Cc1cc(C)n(-c2nc3ccccc3s2)n1	12	-37	42	-40	-5	-7	-1	5	3.0
CCCS(=O)(=O)c1nc(S(=O)(=O)c2ccc(C)cc2)c(N2CCC(O)CC2)s1	11	-8	-41	-1	-6	0	12	1	-1.2
CCOC(=O)Cc1csc(SCc2nc3sc4c(c3c(=O)[nH]2)CCC4)n1	3	-6	2	-18	12	-1	16	4	-3.2
Nc1cc(OC(=O)c2ccco2)nn1S(=O)(=O)c1ccc(F)cc1	2	6	-2	8	5	-12	23	3	-0.7
CCc1nc(C)c(C#N)c2cc(OC)c(OC)cc12	0	5	4	10	-6	5	20	2	-1.2
O=C(CSc1nc2ncccc2[nH]1)c1ccc2c(c1)OCO2	-6	-16	0	-10	-1	3	10	1	5.8
C=CCSC1=NNC(c2ccc(C(C)(C)C)cc2)=NN1	-3	-54	-13	-45	-4	-10	-43	-2	6.2

Reprinted from the part before: five entries; new compounds follow.
SMILES	CCR6 antagonist	697 NFkB inh	Gli-Sufu antag	Jurkat NFkB inh	CXCR6 inh	EBI2 antag	Mdm2-MdmX inh	XBP1 UPR activ	CHOP UPR activ
CCOC(=O)Cc1csc(SCc2nc3sc4c(c3c(=O)[nH]2)CCC4)n1	3	-6	2	-18	12	-1	16	4	-3.2
Nc1cc(OC(=O)c2ccco2)nn1S(=O)(=O)c1ccc(F)cc1	2	6	-2	8	5	-12	23	3	-0.7
CCc1nc(C)c(C#N)c2cc(OC)c(OC)cc12	0	5	4	10	-6	5	20	2	-1.2
O=C(CSc1nc2ncccc2[nH]1)c1ccc2c(c1)OCO2	-6	-16	0	-10	-1	3	10	1	5.8
C=CCSC1=NNC(c2ccc(C(C)(C)C)cc2)=NN1	-3	-54	-13	-45	-4	-10	-43	-2	6.2
CC(C)c1c(O)nc(SCCN2CCOCC2)[nH]c1=O	-1	-5	-1	-1	-4	-11	12	3	-1.6
Cc1nc(Cl)c(C(=O)NCCc2ccccc2)c(C)c1[N+](=O)[O-]	-11	-2	10	-1	-14	-10	6	0	3.6
CCOc1cc(/C=N/NC(=O)Cc2ccc(C(F)(F)F)cc2[N+](=O)[O-])c(Br)cc1OC	8	9	-7	-13	5	-13	77*	5	-1.4
COCCn1cnnc1SCC(=O)Nc1cc(C)on1	0	8	3	7	-2	-7	3	-1	2.0
CCn1c(CNC(=O)c2ccccc2F)cc2ccccc21	9	-19	-1	-7	4	2	5	-2	2.6
O=C(CN(C(=O)c1ccc(Cl)cc1)N1C(=O)C2C3C=CC(C3)C2C1=O)c1cccs1 (stereo not drawn)	11	-4	20	5	8	-8	-3	1	-0.8
CCOc1ccccc1N1CCN(Cc2cccc(OC)c2O)CC1	19	2	1	9	-4	4	0	0	1.4
CCCCN(C(=O)Cc1ccc2c(c1)OCCO2)c1c(N)n(CCC)c(=O)[nH]c1=O	7	9	-1	10	9	4	12	-2	0.1
Cc1cc(C(F)F)n2ncc(C(=O)N3CCC(C(N)=O)CC3)c2n1	-12	12	10	4	-2	-1	37	-3	1.1
COc1cc(S(=O)(=O)N2CCN(Cc3ccc4c(c3)OCO4)CC2)ccc1NC(C)=O	.	7	.	-2	-2	-2	3	-3	-1.4
Cc1cccc(C)c1NC(=O)CNC(=O)C1CC(=O)N(Cc2ccccc2)C1 (stereo not drawn)	-3	-13	-10	5	-5	-15	-21	-3	-0.8
COC(=O)Cn1cnc2sc(C)c(S(=O)(=O)N3CCC(C)CC3)c2c1=O	1	-5	-5	-3	-3	-4	-1	0	-0.5
CC1CCOC(c2coc3ccccc3c2=O)O1 (stereo not drawn)	-8	-40	-44	-20	3	-6	-31	2	4.4
O=C(c1ccccc1Cc1ccccc1)N1CCN(S(=O)(=O)c2ccccc2[N+](=O)[O-])CC1	14	10	4	4	6	1	23	-4	1.3
CC(=O)c1ccc(-n2nncc2C)cc1	-12	0	8	-28	1	0	14	1	-1.8
O=C(Cc1cccs1)N/N=C/C(Cl)=C/c1ccccc1	-3	-67	-41	-63	0	3	-19	0	2.7
CCc1ccccc1NC(=O)c1cc(C)no1	3	19	0	-11	1	-7	15	-1	-1.2
CCOC(=O)c1ccc(NCn2c(=O)oc3ccccc32)cc1	-16	-1	-2	-19	-4	-1	5	2	2.9
Cc1cc(-c2ccc(Cl)cc2)n2nc(C)cc2n1	12	-14	-2	-4	1	1	-2	-1	3.1
C/C(CC(=O)Nc1ccc(Cl)cc1)=N\NC(=O)C(=O)N1CCCCC1	-3	10	-16	-17	-2	-6	21	1	6.0
CCc1ccc(OCCOCC(O)CNC(C)CC)cc1 (stereo not drawn)	2	3	11	15	-4	-2	-15	6	0.9
CCC[C@@H](CN[C@@H](CNC)[C@H](C)CC)NCC1CCC(C(C)(C)C)CC1 (stereo partly drawn)	15	12	2	13	9	-16	99*	51*	33
CCc1ccc(NC(=O)C2CC(=O)Nc3ncnn32)cc1 (stereo not drawn)	-2	11	-5	3	2	-21	-10	-6	0.6
CCCn1c(Nc2ccccc2C)nc2ccccc21	-5	-3	-2	3	-1	-1	9	-1	1.8
CCN1C(=O)[C@H]2[C@@H](c3ccc(C)cc3)N3C(=O)N(c4ccc(OC)cc4)C(=O)[C@@]3(Cc3ccc(Cl)cc3)[C@H]2C1=O	6	19	-3	3	7	9	8	3	-0.4
COc1ccc(CNC(=O)CN(c2ccc(C)cc2)S(=O)(=O)c2c(C)noc2C)cc1	4	5	-2	14	1	-1	10	-2	0.6
O=C(COC(=O)C1=COCCO1)NCCCc1ccccc1	-18	12	11	-1	-2	-2	-8	0	0.0
Cc1cc(-c2nn(-c3ccccc3F)cc2CN2CCN(c3ccccn3)CC2)c(C)s1	16	11	-17	7	8	1	4	-4	3.6
COc1ccc(C(=O)NCc2ccc(C(=O)NCC(OC)OC)cc2)cc1OC	4	-8	-5	-16	0	-12	17	1	3.0
Cc1ccc(S(=O)(=O)NCC(=O)OCCOc2cccc(Cl)c2)cc1	-9	14	5	-3	-4	-13	7	0	-0.2
CCOc1ccc(S(=O)(=O)Nc2ccccc2C(=O)NCc2ccco2)cc1	8	21	-12	2	-2	-1	6	-3	-0.9
O=C1CCCc2c1cc(C(=O)O)c(=O)n2-c1ccccc1	0	6	-1	-4	-5	-6	8	0	-1.8
Cc1cc(Nc2n[nH]c(N)c2C#N)ccc1F	3	12	2	-20	-15	-1	11	1	-0.6
O=c1[nH]c(C(Cl)(Cl)Cl)nc2ccc3ccccc3c12	-3	6	-9	-14	-3	-9	-15	1	-1.5
COc1ccc(C(=O)C[n+]2cccc3cc(C)ccc32)cc1	4	5	16	3	-11	-7	6	-3	-0.3
Cc1cc(C)cc(CSc2ccc(S(=O)(=O)N3CCCC3)cn2)c1	8	26	4	11	2	20	21	-4	-2.2
